Screening data: PubChem BioAssay, several laboratories
H69AR growth 86K – blocks growth of human H69AR lung tumor cells; H69AR lung tumor viability, ATP luminescence, 72 h; active compounds read low; viability, % at 10 µM; 85,000 tested, 6% active;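 active means viability at or below 40%; inactive means viability above 40%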;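 further: multidrug resistant small cell line overexpressing MRP-1 efflux transporter; 100% = mean luminescence of untreated control wells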
Pyk2 oligo antag – Pyk2 (human) oligomerization antagonism. Q14289. Q293 cells, Pyk2 FERM NanoBiT luminescence; active compounds read low. z-score (the deposit names both 25 µM and 10 µM). 99,000 tested, 0.83% active;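 active means Z-score of -3 or lower, scaled per plate to the spread of control and sample wells; inactive means z-score above -3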;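 further: negative z-score means lost luminescence so less FERM oligomerization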
Target sequence (Q14289 whole entry, looked up): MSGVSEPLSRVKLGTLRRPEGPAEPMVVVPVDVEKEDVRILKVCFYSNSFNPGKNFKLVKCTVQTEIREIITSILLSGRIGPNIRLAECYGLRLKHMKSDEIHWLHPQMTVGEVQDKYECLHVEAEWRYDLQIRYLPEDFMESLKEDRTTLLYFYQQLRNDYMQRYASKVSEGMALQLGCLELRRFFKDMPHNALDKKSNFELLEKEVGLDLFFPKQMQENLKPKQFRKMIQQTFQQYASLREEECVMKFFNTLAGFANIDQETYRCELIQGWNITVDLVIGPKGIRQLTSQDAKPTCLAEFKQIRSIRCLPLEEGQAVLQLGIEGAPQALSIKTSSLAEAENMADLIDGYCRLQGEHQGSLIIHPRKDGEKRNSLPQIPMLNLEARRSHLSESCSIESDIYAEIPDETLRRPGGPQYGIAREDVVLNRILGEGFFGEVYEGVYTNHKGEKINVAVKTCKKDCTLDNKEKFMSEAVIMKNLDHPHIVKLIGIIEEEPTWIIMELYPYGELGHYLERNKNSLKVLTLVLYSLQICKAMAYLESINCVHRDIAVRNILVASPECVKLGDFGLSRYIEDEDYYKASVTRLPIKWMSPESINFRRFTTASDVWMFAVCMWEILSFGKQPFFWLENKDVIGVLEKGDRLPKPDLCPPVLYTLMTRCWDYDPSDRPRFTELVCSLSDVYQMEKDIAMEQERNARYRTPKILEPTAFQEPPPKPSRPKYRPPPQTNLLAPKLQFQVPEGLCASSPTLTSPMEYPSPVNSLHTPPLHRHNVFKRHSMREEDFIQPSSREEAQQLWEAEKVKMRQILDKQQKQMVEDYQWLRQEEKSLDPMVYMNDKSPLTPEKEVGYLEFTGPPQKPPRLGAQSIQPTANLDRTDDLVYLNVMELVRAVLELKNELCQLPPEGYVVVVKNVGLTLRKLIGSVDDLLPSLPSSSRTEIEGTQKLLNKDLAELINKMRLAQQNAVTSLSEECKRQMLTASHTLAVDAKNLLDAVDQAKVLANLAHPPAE
VCAM1 TNFa inh – reduces TNF alpha induced VCAM1 expression in HUVEC; HUVEC TNFa-induced VCAM-1 immunofluorescence, high-content imaging; inhibition, % at 2 µM; 95,000 tested, 0.48% active; AID 802;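 active means inhibition above the batch mean plus 3 SD, with images confirmed as a hit by eye, cut at about 37% in these data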;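 further: 0% = TNF-stimulated DMSO wells and 100% = unstimulated control wells; not every result past the cut was called active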
Smad3 inh – Smad3 (human) transcription factor binding inhibition; inhibition, % at 25 µM; TR-FRET Smad3/Dy647-FoxH1 peptide binding, europium anti-His; 88,000 tested, 0.29% active; P84022; AID 630;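 active means compounds that reduce the energy-transfer binding signal between the protein and its labelled peptide by more than half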;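 further: 0% = Smad3 plus labelled peptide maximal FRET and 100% = peptide-only background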
Fibroblast inh – blocks proliferation of human lung fibroblasts. LL 47 human lung fibroblast viability, ATP luminescence; active compounds read low. viability, % at 10 µM. 85,000 tested, 1.1% active. AID 719;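 active means viability at or below 50% in the single dose screen; inactive means viability above 50%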;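 further: compound exposure lasted 72 h before the ATP readout; 100% = median luminescence of untreated cell-only wells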
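Benchmarks: Cell-only wells, no compound | Test system: LL 47 human lung fibroblasts, passage 12 or lower | Input: 1,150 cells/well | Measured by: CellTiter-Glo luminescence measuring cellular ATP | Medium: IMEM, 15% FBS supplement | Schedule: Overnight attachment after seeding, then 72 h compound exposure at 37 °C | Doses: Compound addition at 0.1% DMSO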
HUVEC tox IL1B – HUVEC cytotoxicity counter-screen, IL-1B stimulated; AID 845; cell count reduction, % at 2 µM; 94,000 tested, 0.41% active; HUVEC cell count loss, Hoechst imaging;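 active means cell count reduction more than 3 SD above the screen-wide mean, cut at about 70% in these data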;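 further: normalized per plate to untreated control cells as the no-loss baseline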
HUVEC inhibit – human endothelial cell proliferation inhibition. viability, % at 10 µM (by protocol). HUVEC proliferation, CellTiter-Glo luminescence, 72 h; active compounds read low. 86,000 tested, 1.1% active;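 active means viability at or below 30%; inactive means viability above 30%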;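 further: 100% = median luminescence of DMSO-only cell control wells on each plate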
F-actin modifier – modifiers of cytoskeleton assembly; HUVEC TNFa F-actin phalloidin imaging, high content; 91,000 tested, 0.18% active; inhibition, % at 2 µM;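 active means inhibition above the batch mean plus 3 SD and confirmed as a hit by visual image inspection, cut at about 30% in these data, passing the limit was not always enough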; further: strong numbers were not always called active
TNFa cytotox – HUVEC cytotoxicity counter-screen, TNF alpha stimulated; AID 848; 93,000 tested, 0.17% active; HUVEC TNFalpha-stimulated, Hoechst cell count, imaging; cell count reduction, % at 2 µM;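 active means cell count reduction exceeding the screen mean by over 5 SD, scaled to untreated wells per plate, cut at about 78% in these data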;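 further: cells counted after 24 h of TNF alpha exposure following the 1 h pretreatment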
* = called active by the depositor; · = not tested or not shown. Not all compounds are listed. The share of hits here may be higher or lower than overall.

No.	SMILES	H69AR growth 86K	Pyk2 oligo antag	VCAM1 TNFa inh	Smad3 inh	Fibroblast inh
1	N#CCSc1nnc2ccc3ccccc3n12	99	1.2	-1	-3	106
2	COC(=O)c1ccc(C2NC(=S)N(c3ccccc3)C(C)=C2C(=O)Nc2ccccc2OC)cc1 (stereo not drawn)	·	-0.56	-3	·	·
3	CCc1ccccc1NC(=O)Cn1nnc(-c2cccs2)n1	89	0.81	8	-5	93
4	N#Cc1c(NC(NC(=O)c2ccco2)C(=O)c2ccccc2)sc2c1CCCC2 (stereo not drawn)	100	-0.32	·	11	95
5	CCCn1c(=O)c2c(c3ccccc31)OCC(=O)N2	97	0.64	·	-1	94
6	Cn1nc(C(F)(F)F)c(/C=N/OC(=O)c2ccccc2)c1Sc1ccc(Cl)cc1	85	-0.77	13	-2	75
7	COc1ccc(N2CCN(C(=O)CCNS(=O)(=O)c3ccc4c(c3)CCC(=O)N4)CC2)cc1	104	1.2	·	0	92
8	C=CCn1c(SCC(=O)Nc2ccc(C)cc2C)nnc1-c1cccnc1	97	-0.29	15	-7	100
9	CCn1c(C(=O)N2CCCC(C(=O)NCCc3ccc(C)cc3)C2)cc2sccc21 (stereo not drawn)	55	-1.1	-4	0	107
10	Cc1cc(C)c(C#N)c(SCC(=O)Nc2ccc3c(c2)OCO3)n1	104	0.08	4	16	104
11	COCC(=O)NC1CCN(S(=O)(=O)c2ccc(C(=O)O)cc2)CC1	101	0.41	17	6	109
12	COc1ccc(C(C)N2CC34C=CC(O3)C(C(=O)O)C4C2=O)cc1 (stereo not drawn)	94	1.8	-4	0	113
13	COc1ccc(CCNc2nc(-c3sc(N)nc3C)cs2)cc1OC	58	0.49	-2	-2	106
14	CC(=O)c1cnc(SCCN2C(=O)c3ccccc3C2=O)nc1C	·	0.63	18	·	·
15	Cc1[nH]c(C(=O)N2CCCCC2)c(C)c1C(=O)NC1CCCCC1	86	·	·	15	105

No.	HUVEC tox IL1B	HUVEC inhibit	F-actin modifier	TNFa cytotox
1	10	103	24	8
2	1	·	-21	12
3	22	84	-31	-5
4	-16	85	·	·
5	·	86	·	·
6	12	90	6	-12
7	·	101	·	·
8	-16	100	-5	-13
9	-6	99	-18	-5
10	-13	106	13	-4
11	17	85	-6	4
12	-80	99	8	-11
13	10	94	7	-11
14	-14	·	-8	67
15	·	93	·	·

Some entries already given, showing only Smad3 inh and F-actin modifier:
cpd | canonical_smiles | Smad3 inh | F-actin modifier
4 | N#Cc1c(NC(NC(=O)c2ccco2)C(=O)c2ccccc2)sc2c1CCCC2 (stereo not drawn) | 11 | ·
5 | CCCn1c(=O)c2c(c3ccccc31)OCC(=O)N2 | -1 | ·

Later entries:
No.	SMILES	H69AR growth 86K	Pyk2 oligo antag	VCAM1 TNFa inh	Smad3 inh	Fibroblast inh
16	N#CCCN1CCN(C(=S)c2ccc(-c3cc(Cl)ccc3Cl)o2)CC1	83	1	3	1	91
17	COc1cccc(/C=N/NC(=O)CSCC(=O)Nc2ccccc2)c1O	·	-0.75	-18	·	·
18	O=C(CSc1nc(C2CC2)nc2ccccc12)N1c2ccccc2Sc2ccc(C(F)(F)F)cc21	·	-0.69	-8	·	·
19	O=C(CN(CCc1ccccc1)C(=O)CNS(=O)(=O)c1ccc(F)cc1)NCc1ccco1	95	-0.03	-26	1	103
20	CCN(CC)C(=O)Sc1cccc2cccnc12	89	0.41	18	2	105
21	CC1CCN(CC(O)COC2CCC(C(C)(C)C)CC2)CC1 (stereo not drawn)	76	-0.27	17	3	90
22	O=C(NCC1CCCO1)c1ccc(NC(=O)C2CCCCC2C(=O)O)cc1 (stereo not drawn)	98	0.48	-5	-13	96
23	FC(F)(F)c1cnc(Oc2ccccc2-c2nnc(-c3ccc(Cl)cc3)o2)c(Cl)c1	92	-2.9	4	7	106
24	Cc1cccc(C)c1NC(=O)CSc1nnc([C@@H]2CCCN2C(=O)OC(C)(C)C)o1	89	0.69	·	-2	99
25	CC1(C)CC(=NO)CC(C)(C)N1	84	0.03	-2	4	100
26	Cc1ccc(C)c(NC(=S)NNC(=O)c2csc3c2CCC(C)C3)c1 (stereo not drawn)	·	0.26	-7	·	·
27	O=C(Cn1cnc2c(cnn2-c2ccccc2)c1=O)N1CCN(c2ccc(F)cc2)CC1	87	0.18	·	0	95
28	CCCCOC(=O)C1=C(C)NC2=C(C(=O)CCC2)C1c1cc(OC)ccc1OC (stereo not drawn)	92	-1.5	2	8	97
29	C=CCNC(=O)c1onc(CSc2ccc(C)c(C)c2)c1C(=O)O	·	·	-1	·	·
30	CCc1nnc(NC(=O)COC(=O)CN2C(=O)c3ccccc3C2=O)s1	105	0.05	-11	0	99

No.	HUVEC tox IL1B	HUVEC inhibit	F-actin modifier	TNFa cytotox
16	28	87	24	-29
17	-10	·	-11	-18
18	-22	·	5	-2
19	·	84	-15	9
20	7	104	-38	-17
21	6	89	10	0
22	-6	96	16	-21
23	21	95	-11	21
24	·	98	·	·
25	-36	92	-23	-34
26	1	·	10	-37
27	·	63	·	·
28	14	95	·	-24
29	13	·	-9	-38
30	-16	104	0	9

The results go on:
No.	SMILES	H69AR growth 86K	Pyk2 oligo antag	VCAM1 TNFa inh	Smad3 inh	Fibroblast inh
31	CC1CCc2nn(CC(=O)NCCCN3CCCCC3)cc2C1 (stereo not drawn)	105	·	20	2	98
32	Cc1cc(O)c(C(C)C)cc1N=C1CSC(=O)N1	97	-0.08	10	-16	99
33	CS(=O)(=O)N(CCc1ccccc1)CC(=O)NCc1ccco1	98	-0.01	0	-11	98
34	CCOC(=O)CN1C(=N)N(c2nc(NC(C)C)nc(NC(C)C)n2)CC1=O	80	-1.4	0	10	101
35	O=S(=O)(NCc1cccnc1)c1ccc(Cl)c(Cl)c1	·	-1.4	18	·	·
36	O=C(CSC(=S)N1CCOCC1)Nc1nc(-c2ccccc2)c(-c2ccccc2)o1	·	-1.3	12	·	·
37	O=C(CCn1c(=O)sc2ccccc21)NC1=NCCS1	96	0.46	18	-3	103
38	O=C(Nc1ccc2c(c1)OCO2)[C@@H]1[C@@H]2C(=O)N(C3CCCCC3)C(=O)[C@@H]2C2c3ccccc3C=CN21 (stereo partly drawn)	94	·	-1	-14	91
39	CCCN1CC=C2C(C#N)=C(N)C(C#N)(C#N)C(c3cccc(OC)c3OC)C2C1 (stereo not drawn)	66	-0.45	·	·	94
40	CC(C)COC(=O)N1CC(O)CC1C(=O)O (stereo not drawn)	92	0.81	·	-5	97
41	N=c1c(S(=O)(=O)c2ccccc2)cc2c(=O)n3ccccc3nc2n1CCN1CCOCC1	73	·	-44	12	103
42	CC(=O)C1=C(O)C(=O)N(Cc2cccnc2)C1c1ccccc1Cl (stereo not drawn)	89	0.76	-17	2	100
43	CCN(Cc1ccccc1)C(=O)CCc1nc(-c2ccc(C)cc2)no1	89	-1.1	18	-3	100
44	COc1ccc(NC(=O)COC(=O)CCCc2c[nH]c3ccccc23)cc1OC	94	1.2	10	-5	96
45	O=C1COc2ccc(C(=O)c3ccccc3C(=O)NCc3ccco3)cc2N1	73	-0.55	14	-11	100

No.	HUVEC tox IL1B	HUVEC inhibit	F-actin modifier	TNFa cytotox
31	-4	91	0	1
32	-11	95	-8	-9
33	21	95	2	8
34	-30	93	4	2
35	-10	·	11	5
36	-51	·	14	-17
37	-60	93	-13	10
38	41	92	31	-7
39	·	87	·	·
40	·	88	·	·
41	-3	91	20	-23
42	-34	95	-14	-15
43	-35	104	1	-7
44	4	99	0	-6
45	-79	108	1	-19

(cont.)
No.	SMILES	H69AR growth 86K	Pyk2 oligo antag	VCAM1 TNFa inh	Smad3 inh	Fibroblast inh
46	Cc1nc(-c2coc3cc(OCC(=O)O)ccc3c2=O)cs1	97	1.7	-10	2	94
47	COc1ccc(NC(C)C(=O)Nc2ccc(C#N)cc2)cc1Cl (stereo not drawn)	·	0.57	-15	·	·
48	Cc1ccc(SCC(=O)NNC(=O)C2CCCCC2)cc1	·	-0.07	22	·	·
49	CCCCn1c(Cc2ccccc2)nnc1SCC(=O)Nc1cc(C)on1	105	-1.2	3	-16	98
50	O=S(=O)(NC1CCCC1)c1ccc(S(=O)(=O)NC2CCCC2)cc1	104	0.18	·	-1	97
51	CC(=O)NCCCc1c[nH]c2ccc(Cl)cc12	99	-0.39	3	9	105
52	O=S(=O)(Nc1ccc2oc(-c3ccccc3)nc2c1)c1ccccc1	99	-2.5	-20	-3	97
53	C=C1C(C(=O)N2CCN(C)CC2)C1C(=O)N1CCN(C)CC1 (stereo not drawn)	95	0.1	16	4	101
54	CSc1nc(C)cc(/C=C\c2ccccc2)c1C#N	·	0.86	-4	·	·
55	Cc1ccc(C(=O)Nc2ccc(Cl)cn2)cc1S(=O)(=O)N1CCOCC1	98	-0.06	12	1	105
56	CCOC(=O)C1=C(O)/C(=C/c2cn(CC(=O)NCC3CCCO3)c3ccccc23)SC1=Nc1ccc(C)cc1 (stereo not drawn)	23*	-2.4	89*	-13	27*
57	CCOC(=O)Cc1csc(SCc2nc3ccccc3c(=O)[nH]2)n1	87	0.33	31	1	95
58	CC1CCN(c2nc3ccccc3nc2C(C#N)S(=O)(=O)c2ccccc2)CC1 (stereo not drawn)	80	·	·	8	88
59	Cc1[nH]n(-c2ccccc2)c(=O)c1C1(C(F)(F)F)C(=O)N(c2ccccc2)C2=C1C(=O)CC(C)(C)C2 (stereo not drawn)	·	-0.03	-5	-11	·
60	CCOc1cc(C#N)c(NC(=O)c2cccnc2)cc1OCC	·	0.67	0	·	·
61	COc1ccc(-c2ccc(C#N)c(OC(=O)c3c(Cl)cccc3Cl)n2)cc1	53	-0.55	2	-12	93
62	CCOC(=O)C(C)Oc1cccc2c(=O)n(CC(=O)N3CCc4ccccc43)ccc12 (stereo not drawn)	95	·	6	0	95

No.	HUVEC tox IL1B	HUVEC inhibit	F-actin modifier	TNFa cytotox
46	-28	89	12	-10
47	1	·	14	-13
48	24	·	-3	·
49	24	107	14	-13
50	·	101	·	·
51	-9	82	-5	-44
52	20	102	-47	10
53	12	95	12	-29
54	-25	·	-17	-7
55	6	100	3	5
56	8	12*	20	24
57	-6	96	-14	35
58	·	45	·	·
59	-9	·	17	-23
60	6	·	-44	11
61	-4	75	12	-15
62	-11	96	6	-19

6 entries out of the list above, arranged by their value in Smad3 inh, ascending:
#	SMILES	Pyk2 oligo antag	VCAM1 TNFa inh	Smad3 inh	F-actin modifier
49	CCCCn1c(Cc2ccccc2)nnc1SCC(=O)Nc1cc(C)on1	-1.2	3	-16	14
56	CCOC(=O)C1=C(O)/C(=C/c2cn(CC(=O)NCC3CCCO3)c3ccccc23)SC1=Nc1ccc(C)cc1 (stereo not drawn)	-2.4	89*	-13	20
50	O=S(=O)(NC1CCCC1)c1ccc(S(=O)(=O)NC2CCCC2)cc1	0.18	·	-1	·
57	CCOC(=O)Cc1csc(SCc2nc3ccccc3c(=O)[nH]2)n1	0.33	31	1	-14
58	CC1CCN(c2nc3ccccc3nc2C(C#N)S(=O)(=O)c2ccccc2)CC1 (stereo not drawn)	·	·	8	·
51	CC(=O)NCCCc1c[nH]c2ccc(Cl)cc12	-0.39	3	9	-5
